# Bioassay records as filed in PubChem BioAssay.
# WRN inhibitor: qHTS for Inhibitors of WRN Helicase; Potency, µM (highest dose often 114 µM), for inactives: at the top dose activity change, negative = inhibition, most hits filed as inhibitors; hit rate 0.46% among 360,000; WRN helicase unwinding, fluorescent forked duplex, kinetic; Bifunctional 3'-5' exonuclease/ATP-dependent helicase WRN (Homo sapiens), Q14191; further: potency means the concentration at half of the fitted maximal effect; on the % scale 0 is the no-effect control and ±100 the full control effect; nearly all actives have a fitted effect of over 55% in size
#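 WRN at 20 nM final was preincubated with compound for 15 min at room temperature; reaction started with 100 nM forked duplex oligonucleotide carrying fluorophore and quencher plus 2 mM ATP (final). Unwinding followed kinetically by red fluorescence (ex 525/em 598 nm).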
# HEK293 tox: qHTS of GLP-1 Receptor Inverse Agonists: Cytotox Screen; AID 624418, 2012; hit rate 0.13% among 410,000; HEK293 cAMP-luciferase reporter cells, luminescence, 24 h; Potency, µM (doses to about 38.3 µM), inactives show at the top dose activity change, negative = inhibition, hits mostly inhibitors;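 further: loss of luciferase light is scored as toxicity; potency means the concentration at half of the fitted maximal effect; on the % scale 0 is the no-effect control and ±100 the full control effect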
#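 Luminescence readout: signal drop marks cytotoxicity. Plated cells grew 12 h at 37 °C, 5% CO2, received 23 nL compound for 24 h, then got luciferase reagent, read after 12 min at RT.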
# GLP1R inv ag: qHTS of GLP-1 Receptor Inverse Agonists (Inhibition Mode); Potency, µM (series often up to 38.3 µM), inactives show at the highest dose activity change, negative = inhibition, actives largely listed as inhibitors; hit rate 1.6% among 410,000; HEK293 GLP-1R CRE-luciferase, luminescence, 24 h; GLP-1R form is constitutively active; further: potency means the concentration at half of the fitted maximal effect; on the % scale 0 is the no-effect control and ±100 the full control effect; nearly all actives have a fitted effect of over 55% in size
# Target sequence (P43220 whole entry, looked up): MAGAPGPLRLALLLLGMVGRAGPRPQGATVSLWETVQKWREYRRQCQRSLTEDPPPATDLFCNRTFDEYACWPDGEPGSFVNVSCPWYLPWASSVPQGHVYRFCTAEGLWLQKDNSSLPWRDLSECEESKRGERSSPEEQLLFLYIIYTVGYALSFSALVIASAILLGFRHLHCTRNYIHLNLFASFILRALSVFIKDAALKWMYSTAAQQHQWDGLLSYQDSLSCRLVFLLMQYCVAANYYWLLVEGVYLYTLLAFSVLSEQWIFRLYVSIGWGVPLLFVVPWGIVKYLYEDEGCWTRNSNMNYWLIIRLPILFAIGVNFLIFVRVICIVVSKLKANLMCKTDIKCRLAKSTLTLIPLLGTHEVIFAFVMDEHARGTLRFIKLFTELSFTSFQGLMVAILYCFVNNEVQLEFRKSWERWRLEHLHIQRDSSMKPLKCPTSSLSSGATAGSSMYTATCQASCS
#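 Assay principle: reduced luminescence from a cAMP-responsive reporter in HEK293 cells co-expressing a constitutively active GLP-1R. Conditions: 24 hr compound incubation, 37 deg C, 5% CO2.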
# IL2 activator: qHTS of IL-2 Activators; hit rate 0.065% among 360,000; AID 652025, 2013; activation, % (series mostly up to about 46 µM); IL-2 activation reporter assay, cell-based qHTS; stimulated with anti-CD3/CD4/CD28 beads; in transgenic mouse T cells; in the data active means activation above about 50%; inconclusive means mostly about 30% to 49%; further: 0% is about no effect
#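 Readout is EGFP and DsRed signal by fluorescent plate cytometry after 18 h at 37 degrees C. Transgenic mouse T cells (750/well) received compound for 60 min before bead stimulation (anti-CD3, anti-CD4, anti-CD28); memory T cells served as non-tolerant control.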
# DRD3 agonist: qHTS of D3 Dopamine Receptor Agonist: qHTS; D(3) dopamine receptor (Homo sapiens), P35462; D3R DiscoveRx beta-arrestin cells, luminescence, 90 min; max activation, %; hit rate 0.58% among 410,000; AID 652048, 2013; in the data active means max activation above about 30%; further: 0% is about no effect; mostly tested at two doses, the higher about 12 µM
#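 Agonist mode: compounds and dopamine controls were applied to plated cells for 90 min at 37 degrees C after an overnight attachment at 1500 cells/well. Luminescent read-out followed 30 - 60 minutes at room temperature with DiscoveRx detection reagent.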
# PLK1 PBD inh: qHTS for Inhibitors of PLK1-PDB (polo-like kinase 1 - polo-box domain): Primary Screen; AID 720504, 2013; Potency, µM, without a hit: max response, negative = inhibition, usual class: inhibitors; hit rate 2.8% among 360,000; Serine/threonine-protein kinase PLK1 (Homo sapiens), P53350; Plk1 PBD binding of FITC phosphopeptide, fluorescence polarization; further: potency means the concentration at half of the fitted maximal effect; series mostly up to about 57 µM; on the % scale 0 is the no-effect control and ±100 the full control effect; nearly all actives have a fitted effect of over 65% in size
# Target sequence (P53350 whole entry, looked up, the tested form may be a part): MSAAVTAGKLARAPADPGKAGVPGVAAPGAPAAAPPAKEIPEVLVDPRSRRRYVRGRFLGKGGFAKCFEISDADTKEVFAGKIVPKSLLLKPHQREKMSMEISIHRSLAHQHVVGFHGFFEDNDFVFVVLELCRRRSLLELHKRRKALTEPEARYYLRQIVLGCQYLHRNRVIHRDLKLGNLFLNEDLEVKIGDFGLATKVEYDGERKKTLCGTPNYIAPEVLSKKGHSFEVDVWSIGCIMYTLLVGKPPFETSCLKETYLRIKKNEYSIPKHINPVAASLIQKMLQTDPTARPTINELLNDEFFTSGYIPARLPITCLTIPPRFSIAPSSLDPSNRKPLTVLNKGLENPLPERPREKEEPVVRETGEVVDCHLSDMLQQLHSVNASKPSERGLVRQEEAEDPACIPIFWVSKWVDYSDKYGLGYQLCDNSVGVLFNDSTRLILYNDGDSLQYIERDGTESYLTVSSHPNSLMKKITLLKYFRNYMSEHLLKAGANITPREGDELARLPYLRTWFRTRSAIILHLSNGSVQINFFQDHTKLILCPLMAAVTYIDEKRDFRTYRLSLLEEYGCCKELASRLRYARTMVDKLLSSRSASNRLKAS
# D3 antag: qHTS of D3 Dopamine Receptor Antagonist: qHTS; D3R cells, DiscoveRx beta-arrestin luminescence, antagonist mode; stronger effect = lower value; max response, negative = inhibition, %; hit rate 2.5% among 360,000; in the data active means max response below about -50%; inconclusive means no clear call, values can overlap the other calls; further: on the % scale 0 is the no-effect control and ±100 the full control effect; mostly tested at two doses, the higher about 12 µM
#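 Cells plated overnight at 1500 cells/well, then exposed to library compounds with dopamine controls for 90 minutes at 37 degrees C. DiscoveRx reagent added for 30–60 minutes at room temperature; luminescence read, quantitative HTS format.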
# GLP1R ag: qHTS of GLP-1 Receptor Agonists; AID 624172, 2012; HEK293 GLP-1R CRE-luciferase, luminescence, 4-6 h; cells express a hypersensitive GLP-1R form; Glucagon-like peptide 1 receptor (Homo sapiens), P43220; Potency, µM (highest dose often 45.6 µM), without a hit: top-dose activation, usual class: activators; hit rate 0.007% among 380,000; further: potency means the concentration at half of the fitted maximal effect; % of control where 0% means no effect
# PI5P4K alpha inh: qHTS for Inhibitors of phosphatidylinositol 5-phosphate 4-kinase (PI5P4K). max response, %. Phosphatidylinositol 5-phosphate 4-kinase type-2 alpha (Homo sapiens), P48426. PI5P4Kalpha enzyme, ADP-Glo luminescence, 60 min; stronger effect = lower value. AID 652105, 2013. hit rate 1.2% among 330,000; active means max response of -50% or lower; inconclusive means between -30% and -50%; inactive means -30% or higher; further: value at the top dose of about 77 µM; on the % scale 0 is the no-effect control and ±100 the full control effect
#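 ADP-Glo luminescence end-point read after a 60 min room-temperature kinase reaction of PI5P4Kalpha plus substrate, initiated with ATP at 5 microM final. Buffer: 0.038 M HEPES pH 7.4, EGTA, 0.1% CHAPS, 5% DMSO.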
# * hit, by the source's call; ? = inconclusive; · = not tested or not shown; & = joins results of further samples; [ ] = remark or other dose. Unless noted, the call rests on the fitted dose curve; in most records, active means well fitted curve in the direction sought with a large enough effect; inconclusive means small, poorly fitted or top-dose-only effect, or another doubt; inactive means no such curve, though single readings can be large; an effect the other way counts as inactive or inconclusive.
# Every second line gives: WRN inhibitor, HEK293 tox, GLP1R inv ag, IL2 activator, DRD3 agonist, PLK1 PBD inh, D3 antag, GLP1R ag, PI5P4K alpha inh
COC(=O)[C@]12CCCCC=C1N(CCc1ccc(OC)c(OC)c1)C(=O)[C@H](CC(=O)NCCc1ccccc1OC)C2
  6%, 1%, -29%, -0.8, -15, -9%, -16, ·, 2
CCn1ncc(NC(=S)Nc2ccc3c(c2)OCO3)c1C(N)=O
  5%, -21%, 52%[activator], 0.0, 15, -16%, -7, 17%, -8
Cc1ccc(-c2cc(C(F)(F)F)n3ncc(C(=O)N4CCN(C)CC4)c3n2)cc1
  -5%, -8%, 12%, -1.4, -16, -8%, ?, 0%, 0
CC(C)(C)n1nnnc1C(c1ccccc1)N1CCN(c2c(Cl)cncc2Cl)CC1 (stereo not drawn)
  -1%, -5%, -4%, -0.9, 4, 1%, 23, -6%, -3
CCc1nc2c(OCCOc3ccccc3)cccn2c1N(C)C(=O)c1ccc(OC)cc1
  -7%, 12%, 11%, -0.4, -12, -8%, -76*, -2%, -13
CCCNC(=O)CN1C(=O)COc2ccc(S(=O)(=O)N3CCCC3)cc21
  ·, 3%, 11%, ·, 3, ·, ·, 0%, ·
CCOc1ccccc1-n1nnnc1SCC(=O)O
  -2%, -14%, -13%, -0.1, 0, ?, -14, 0%, -21
CC(=O)Nc1ccc(S(=O)(=O)N2CCN(Cc3ccccc3[N+](=O)[O-])CC2)cc1
  -5%, 6%, 5%, -3.1, -8, -11%, -9, 5%, 2
O=C1OC(Nc2ccc3ncccc3c2)c2ccccc21 (stereo not drawn)
  -7%, 8%, -5%, -1.6, -6, -7%, -24, -1%, ·
O=C(/C=C/c1ccccc1)NC(=S)NNS(=O)(=O)c1ccccc1
  -21%, 1%, 17%, 0.4, 26, ?, 4, 0%, -13
CCOC(=O)C(CC)(CCC(=O)O)c1csc(N)n1 (stereo not drawn)
  10%, 4%, -1%, -1.0, -1, -7%, -20, -2%, ·
Cc1nn(C)c(C)c1NC(=O)C12CC3CC(CC(C3)C1)C2
  -2%, 20%, 2%, -0.8, -4, -7%, 16, 1%, 1
COC(=O)c1ccccc1NC(=O)CSc1nnc(C(CO)NC(=O)c2ccccc2)n1C (stereo not drawn)
  -12%[57.1 µM], -21%, 2%, -0.8, -5, 3%, -27, 0%, ·
CCCSc1nc(C)c2cc(C)cc(C)c2n1
  -8%, 10%, 12%, 0.0, 1, -9%, 46, 10%, 12
CCCS(=O)(=O)n1nc(-c2ccc(OC)cc2)cc1N
  1%, 1%, 1%, -3.0, 0, -13%, -13, -4%, 3
Cc1ccc(S(=O)(=O)N(C)CC(=O)O/N=C(\N)c2cccc([N+](=O)[O-])c2)cc1
  -10%, -1%, 0%, 0.9, -12, 3%, 35, 3%, ·
CCOc1ccccc1C(=O)OCC(=O)Nc1ccc(OC(F)F)cc1
  -13%, 23%, 5%, 0.8, -5, -2%, -11, 3%, ·
CCSc1nnc(NC(=O)C2CCCCC2C(=O)OCC(F)(F)C(F)F)s1 (stereo not drawn)
  -1%, 3%, 0%, -2.2, -1, -4%, 23, 0%, ·
O=C1c2ccccc2C(=O)N1CCCn1c(=O)oc2ccccc21
  -3%[57.1 µM], 4%, 20%, -1.3, 6, 4%, -9, 1%, ·
COC(=O)CSc1nc(N2CCOCC2)c2c(c1C#N)CC(C)(C)OC2
  2%, 18%, 35%[activator], -0.1, -8, -8%, 14, 16%, -1
Cc1ccn2c(C(=O)N/N=C\c3cccs3)c(C)nc2c1
  -3%, -11%, 27%, -3.0, 25, -7%, -16, 10%, ·
CC(=O)N1CCN(c2cc(N3CCc4ccccc4C3)c(F)cc2[N+](=O)[O-])CC1
  -1%, ?, 0%, -3.8, -13, -4%, -18, 16%, ·
CCCCc1ccc(NC(=S)NCc2cccnc2)cc1
  -5%, 4%, ?, -0.3, 5, -9%, -5, -8%, -1
Cc1cc(C)c[n+](-c2nc3ccccc3nc2C(=C=[N-])C#N)c1
  -2%&-3%, -25%&-23%, 5%&-2%, 1.0&-0.1, 5&-7, -1%&-8%, -5&-22, 3%&0%, -7&-2
COc1cc(CC(=O)OCC(=O)c2ccc[nH]2)cc(OC)c1OC
  -1%, -2%, -16%, 0.2, -4, 0%, 10, -1%, ?
CN1C[C@@H]2[C@@H]3C(=O)N(Cc4ccccc4)C(=O)[C@@H]3[C@](C)(C1=O)N2C(=O)c1ccc(F)cc1
  -5%, 4%, -2%, 0.0, 22, -9%, 21, -2%, 8
Cc1cc(CN2C(=O)c3ccccc3C2=O)cc(N2CCOCC2)c1
  -2%, -5%, 11%, -1.6, 4, -2%, 7, 15%, ·
CC(C)(C)C(C(=O)n1cccc1C#N)c1ccccc1 (stereo not drawn)
  -3%, 14%, ?, -0.9, 2, ?, 28, 8%, 3
CC(=O)c1c(C)[nH]c(C(=O)OCC(=O)N2CCN(S(=O)(=O)c3ccc(C)cc3C)CC2)c1C
  5%, -3%, -26%, -1.3, 6, -6%, 1, 2%, 8
O=C(CSc1ccc(-c2ccco2)nn1)NCc1ccccc1Cl
  -22%, -5%, 0%, -0.3, 6, -7%, 9, 19%, -10
CCn1c(CCC(N)=O)nnc1SCC(=O)c1cc(C)n(C2CC2)c1C
  4%, -4%, 4%, 0.4, -1, 0%, 7, 4%, -7
O=C(Cc1cccs1)Nc1nncs1
  -12%, -16%, -5%, 0.8, 10, -13%, 23, -6%, ?
C#CCn1cc(CNC[C@H]2O[C@@H](n3cnc4c(=O)[nH]c(N)nc43)[C@H](O)[C@@H]2O)c2ccccc21
  -8%, 2%, 11%, -0.3, 7, 4%, 6, 7%, 0
O=C(COc1ccc([N+](=O)[O-])cc1)N/N=C/c1ccccn1
  5%, 1%, 8%, -0.7, 12, 1%, -1, -11%, 3
COc1ccc(-n2c(Cc3cccn3C)nnc2SCC(N)=O)cc1
  -2%, 3%, 1%, -2.8, 0, -12%, 2, -1%, 5
Cc1cc(C)c2c(n1)nn1c(C3CC3)cc(C(F)(F)F)nc21
  -11%, 23%, 0%, -2.7, 5, 1%, 54, 7%, 1
O=C(Nc1nc2nc(-c3ccccc3)cc(-c3ccccc3)n2n1)c1ccco1
  -3%, -6%, ?, -2.2, -4, -15%, -30, 0%, -18
CC(C)CC1Nc2ncnc(N3CCCCC3)c2N(Cc2ccccc2)C1=O (stereo not drawn)
  1%, -28%, ?, -2.8, -24, -20%, -4, 0%, -6
O=C1[C@@H]2CSCN2C(=O)CN1Cc1ccccc1F
  -4%, -4%, 0%, -0.1, -9, 4%, 7, 12%, -4
CCOP(=O)(OCC)C(C)(C)NC(=O)Nc1ccc(Cl)c(Cl)c1
  -24%, -11%, ?, 0.3, 6, -8%, 14, ?, 7
Cn1nc(C(F)(F)F)c(C(=O)Nc2ccc(Cl)cc2)c1Cl
  -4%, 2%, 6%, -0.6, 3, -2%, 22, 11%, -1
CC(=O)Nc1cc(-c2ccc(N)nc2)cn2c(-c3cccc(C(F)(F)F)c3)cnc12
  -8%, 0%, 8%, -0.5, -2, ?, -23, 16%, ?
CCn1c(C)c(C(C)=O)c(N2CCCCC2)nc1=S
  -25%[57.1 µM], 9%, 8%, -1.5, 4, -18%, -9, -15%, 3
O=C(NCc1ccccc1)c1ccc(-c2ccccc2C(F)(F)F)o1
  -2%, -6%, ?, -2.2, -90, -5%, -56*, 18%, -1
Cc1ccc(C)c(OCC(=O)NNC(=O)c2ccc(NC(=O)C3CC3)cc2)c1
  3%, -2%, -8%, -0.3, 4, -10%, 3, 3%, -1
CC(=O)N1N=C(c2ccc(C)o2)CC1c1ccc(Br)cc1 (stereo not drawn)
  -7%, 3%, 0%, -2.8, -17, -11%, 29, 6%, ·
COc1ccccc1NC(=O)c1ccc(NS(=O)(=O)c2cccc3cccnc23)cc1
  1%, 2%, 74%[activator], 2.1, 6, -12%, -16, 22%, -4
COc1ccc2nc(SCC(=O)N3CCCCCC3)c(C#N)cc2c1
  -8%, -15%, -22%, 1.7, -1, -3%, ?, 6%, 3
CNc1ccc(/C=C2\CSc3ccccc3C2=O)cc1[N+](=O)[O-]
  -8%, -7%, 33%[activator], -3.0, 1, -5%, -22, 13%, 10
CN(C)C(=O)c1ccc(NC(=O)CSc2nnc(-c3cccs3)n2N)cc1
  8%, 11%, 13%, 0.2, 0, 0%, -6, -5%, 3
Brc1cc(Br)c(Oc2cc(Br)c(Br)cc2Br)cc1Br
  7%, 3%, 7%, -0.6, -19, 0%, -8, 11%, 17
COc1ccc(Cl)cc1C(=O)Nc1ccc(NC(=O)c2ccco2)cc1
  -4%, -4%, 0%, 0.4, 8, 0%, 14, 0%, 0
O=C(Nc1ccccc1)c1cccc(S(=O)(=O)N2CCCCC2)c1
  -13%, 0%, 0%, 2.3, 5, -2%, -1, 6%, -4
CCOC(=O)c1c(-c2ccc(-c3ccccc3)cc2)csc1NC(=O)c1cccc(N2C(=O)CCC2=O)c1
  -6%, -10%, 13%, -1.8, 0, -5%, 14, 1%, 14
Cc1ccc(NC(=O)COc2ccccc2)cc1S(=O)(=O)N1CCCCC1
  -9%, -1%, ?, -3.7, 5, 6%, 15, 15%, 8
CCOc1ccc(OCCCCn2ccnc2)cc1
  2%, 2%, -17%, 0.0, 1, 29%, -3, 11%, -1

# Quoted from the listing:
# Entry for COc1ccccc1NC(=O)c1ccc(NS(=O)(=O)c2cccc3cccnc23)cc1 under DRD3 agonist: 6
# Entry for O=C(Nc1ccccc1)c1cccc(S(=O)(=O)N2CCCCC2)c1 under D3 antag: -1

# No enrichment for hits; overall some 7.8% were active at least once.
